Screening data as filed in PubChem.
PAFAH1B3 inh – PAFAH1B3 (human) inhibition; AID 492972; recombinant PAFAH1B3, FP-rhodamine probe, fluorescence polarization; 340,000 compounds, 0.28% hits; inhibition, % at 3.39 µM;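 active = inhibition above the screen-wide average of all tested compounds plus 3 SD, cut at about 25% in these data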;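 note: 0% = enzyme with DMSO only and 100% = wells lacking PAFAH1B3 protein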
GSTO1 counter – blocks human GSTO1 in RBBP9 counter-screen | P78417 | recombinant GSTO1, activity-based probe fluorescence polarization | inhibition, % at 5.96 µM | 300,000 compounds, 1.1% hits | AID 1974;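 active = inhibition above the campaign mean inhibition plus 3 SD, cut at about 35% in these data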;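 note: 0% = GSTO1-1 with DMSO and 100% = wells lacking GSTO1-1 enzyme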
Target sequence (P78417 whole entry, looked up): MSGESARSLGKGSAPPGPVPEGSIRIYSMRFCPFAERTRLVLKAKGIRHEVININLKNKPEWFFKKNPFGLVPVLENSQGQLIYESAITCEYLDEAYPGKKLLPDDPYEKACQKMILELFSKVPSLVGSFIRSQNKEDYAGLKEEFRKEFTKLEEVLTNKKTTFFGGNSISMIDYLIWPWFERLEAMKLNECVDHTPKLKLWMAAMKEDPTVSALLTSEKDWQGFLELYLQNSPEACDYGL
PAD4 inh – blocks human protein arginine deiminase 4 | Q9UM07 | recombinant PAD4, RCA probe fluorescence polarization | inhibition, % at 6.36 µM | 330,000 compounds, 0.41% hits;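 active = percent inhibition above a cutoff equal to the mean of all tested compounds plus 3 SD, cut at about 15% in these data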;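 note: 0% = PAD4 with RCA probe and DMSO and 100% = probe without PAD4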
PME-1 primary – PME-1 (human) inhibition; recombinant PME-1, FP-Rh probe fluorescence polarization; inhibition, % at 5.9 µM; 320,000 compounds, 0.53% hits; AID 2130;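 active = inhibition above the campaign mean of all compounds plus 3 SD, cut at about 26% in these data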;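 note: competitive labeling of PME-1 active site by serine hydrolase directed probe; 0% = PME-1 with DMSO and 100% = wells lacking PME-1 enzyme; inhibitors block probe labeling so polarization falls and inhibition rises; many of its hits are not listed in these tables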
Target sequence (Q9Y570 whole entry, looked up): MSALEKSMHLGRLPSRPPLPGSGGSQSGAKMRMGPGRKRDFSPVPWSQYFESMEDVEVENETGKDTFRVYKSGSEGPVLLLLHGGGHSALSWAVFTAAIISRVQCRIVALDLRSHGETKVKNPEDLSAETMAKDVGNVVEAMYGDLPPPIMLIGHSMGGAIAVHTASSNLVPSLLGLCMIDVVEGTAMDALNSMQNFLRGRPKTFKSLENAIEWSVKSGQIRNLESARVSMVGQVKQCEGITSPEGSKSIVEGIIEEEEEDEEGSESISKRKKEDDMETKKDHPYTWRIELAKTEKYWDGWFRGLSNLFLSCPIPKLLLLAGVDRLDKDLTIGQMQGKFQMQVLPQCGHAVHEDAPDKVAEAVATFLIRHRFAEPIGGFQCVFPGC
LYPLA2 inh – blocks human lysophospholipase 2, a PME1 counter-screen | inhibition, % at 5.9 µM | recombinant LYPLA2, FP-Rh probe fluorescence polarization | O95372 | 320,000 compounds, 0.38% hits;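 active = inhibition above the screen-wide mean plus 3 SD, limit set per campaign, cut at about 26% in these data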;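 note: 0% = LYPLA2 with DMSO and 100% = wells lacking LYPLA2 enzyme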
Target sequence (O95372 whole entry, looked up): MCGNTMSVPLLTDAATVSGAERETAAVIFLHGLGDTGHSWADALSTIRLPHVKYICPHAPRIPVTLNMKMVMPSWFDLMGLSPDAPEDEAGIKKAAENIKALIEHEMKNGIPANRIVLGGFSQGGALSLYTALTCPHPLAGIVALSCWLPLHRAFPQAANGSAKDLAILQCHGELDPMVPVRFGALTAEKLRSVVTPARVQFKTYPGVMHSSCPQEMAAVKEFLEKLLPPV
pPAFAH inh – inhibitors of human plasma PAF acetylhydrolase (pPAFAH) | inhibition, % at 3.39 µM | AID 463082 | 330,000 compounds, 1.5% hits | Q13093 | recombinant pPAFAH, FP-rhodamine probe fluorescence polarization;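 active = inhibition above the mean inhibition across the screen plus 3 SD, cut at about 25% in these data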;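 note: inhibitors block binding of the rhodamine activity-based probe so polarization drops; 0% = enzyme with DMSO and 100% = wells lacking pPAFAH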
PAFAH1B2 FP inh – inhibitors of human PAFAH1B2; P68402; recombinant PAFAH1B2, FP-rhodamine activity probe, fluorescence polarization; inhibition, % at 3.39 µM; 340,000 compounds, 1.2% hits; AID 492953;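 active = inhibition above the mean of all tested compounds plus 3 SD, cut at about 24% in these data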;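 note: 0% = enzyme with DMSO and 100% = wells lacking PAFAH1B2; many of its hits are not listed in these tables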
LYPLA1 inh – LYPLA1 (human) inhibition in PME1 counter-screen. O75608. recombinant LYPLA1, FP-Rh probe fluorescence polarization. inhibition, % at 5.9 µM. 320,000 compounds, 0.16% hits;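 active = inhibition above the mean of all tested compounds plus 3 SD, set per campaign, cut at about 14% in these data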;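 note: inhibitors block serine hydrolase probe labeling of LYPLA1 so polarization falls; 0% = enzyme with DMSO and 100% = wells lacking LYPLA1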
Target sequence (O75608 whole entry, looked up): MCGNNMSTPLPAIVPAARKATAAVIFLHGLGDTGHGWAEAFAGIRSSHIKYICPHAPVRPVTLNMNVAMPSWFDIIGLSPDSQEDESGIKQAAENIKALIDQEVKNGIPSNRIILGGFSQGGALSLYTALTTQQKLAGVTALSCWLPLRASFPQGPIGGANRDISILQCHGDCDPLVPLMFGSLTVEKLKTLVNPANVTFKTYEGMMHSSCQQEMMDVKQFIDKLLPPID
PREPL inhibitor – inhibits the human prolyl oligopeptidase-like enzyme. recombinant PREPL, fluorescence polarization activity-based probe. inhibition, % at 5.96 µM. 320,000 compounds, 0.68% hits; in the data active = inhibition above about 43%;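 note: 0% = enzyme with DMSO and 100% = wells lacking enzyme; many of its hits are not listed in these tables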
Active calls of the source: *; nt = not tested or not shown. A portion of the library; the hit share may differ from the screen's.

SMILES	PAFAH1B3 inh	GSTO1 counter	PAD4 inh	PME-1 primary	LYPLA2 inh	pPAFAH inh	PAFAH1B2 FP inh	LYPLA1 inh	PREPL inhibitor
Cc1ccc(S(=O)(=O)c2nnn3c2nc(N2CCCCC2)c2ccccc23)cc1	9.0	-2.0	2.9	-1.0	8.6	0.3	10.5	-3.2	-1.8
Cc1nn(C(C)C(=O)NCCN2CCCCCC2)c(=O)c2nn(-c3ccccc3)c(C)c12 (centres undefined)	12.0	-1.8	-4.6	0.2	-4.3	-1.8	-1.0	2.4	36.8
CCC(C)NC(=O)CN1C(=O)COc2ccc(S(=O)(=O)N3CCOCC3)cc21 (centres undefined)	1.3	-0.6	0.1	3.8	0.3	5.2	-4.5	0.0	4.7
NC(=O)c1ccc(-n2nnnc2SCC(=O)Nc2ccccc2-c2ccccc2)cc1	10.3	6.6	16.2*	4.2	-0.1	-1.3	1.5	3.6	-11.7
COc1ccc2c(c1)Cc1sc(NC(=O)c3cccs3)nc1-2	4.2	5.3	-6.3	24.1	7.5	7.5	2.3	4.2	11.8
Cc1ccc(-c2nnc(OCc3cccnc3)c3ccccc23)cc1	1.4	11.6	-0.6	-2.2	0.7	10.1	4.2	-7.8	-60.9
NC(=O)[C@@H]1CCCN1Cc1c(C(=O)N2CCN(C3CCCCC3)CC2)nc2ccccn12	-1.2	-4.3	0.9	-1.0	0.3	3.5	-5.2	-0.8	-5.1
O=C(O)CC(NC(=O)Cc1ccccc1)c1cc([N+](=O)[O-])ccc1Cl (centres undefined)	nt	4.9	1.3	-1.9	-0.4	-1.7	nt	1.4	8.7
O=C(CN1CCN(c2ccc(F)cc2)CC1)Nc1ccccc1Br	2.8	12.3	6.2	-1.0	5.5	1.9	0.7	0.1	23.2
O=S(=O)(Nc1ccc(N2CCOCC2)cc1)c1ccc(Cl)s1	5.6	7.5	-2.1	2.7	0.3	-0.7	6.4	-0.6	5.1
COc1ccccc1NC(=O)C(C)N1CCN(C/C=C/c2ccccc2)CC1 (centres undefined)	3.7	3.4	-0.3	-0.4	3.2	6.4	-0.7	3.8	0.0
CC(C)=N/N=C1/NC(=O)C(CC(=O)Nc2cc(Cl)ccc2C)S1 (centres undefined)	-1.6	4.4	-4.3	2.1	-4.7	2.1	3.3	-3.1	12.4
COc1cc(C)ccc1OCc1cc(C(=O)N2CCN(C)C[C@@H]2c2ccccc2)no1	8.6	9.8	-0.1	1.7	4.2	5.6	6.6	1.5	26.6
COc1cccc(OC)c1C(=O)NC(=S)Nc1ccc2oc(-c3ccncc3)nc2c1	-5.4	2.9	-4.3	3.4	-2.9	-4.8	-3.1	-4.2	7.1
Cc1c(C(=O)Cc2ccccc2)n(C)c2ccccc12	-0.4	11.1	-0.9	3.9	-4.0	2.3	-1.5	-4.0	6.7
Cc1ccc(C(=O)CSc2nnc(CNc3nc(-c4ccccc4)cs3)n2C)cc1	-0.8	36.9*	2.4	-0.3	8.6	2.4	10.2	1.1	-0.7
Cc1ccc(S(=O)(=O)N(C)CCCC(=O)N2CCCCC2)cc1	15.1	6.0	-1.1	1.9	-6.0	3.4	-1.7	-2.3	-4.4
Cc1ccc2nc(Cc3ccc(N)cc3)[nH]c2c1	6.6	-4.3	-0.8	3.0	-1.4	2.8	-7.7	-1.0	9.3
COc1cccc(NC(=O)COC(=O)CC2CC3CCC2C3)c1 (centres undefined)	0.9	nt	-4.6	nt	nt	33.6*	8.2	nt	4.7
CCOc1cc(N2CCOCC2)c(OCC)cc1NC(=O)Cc1cccc(OC)c1	0.5	-3.4	-5.3	4.7	5.5	3.9	-4.6	5.6	7.1
O=C(O)CCSSCCC(=O)O	5.4	nt	-6.6	-1.7	-2.2	-1.0	4.6	0.6	1.1
C/C(=N\Nc1ncc(Cl)cc1Cl)c1ccc(OC(F)F)cc1	5.7	0.7	1.5	-3.2	5.4	-2.1	3.8	3.1	5.1
CCOC(=O)c1c(NC(=O)C2CC(Cl)=CCC2C(=O)O)sc2c1CC(C)(C)OC2 (centres undefined)	-1.1	-3.9	-7.0	0.1	4.2	-1.3	5.4	0.4	12.1
Cc1cccc(N(CC(O)CN2CCOCC2)S(=O)(=O)c2ccccc2)c1 (centres undefined)	7.5	3.7	0.5	-6.6	-1.4	4.8	-0.6	-3.9	-5.1
O=C(CSc1cc(Cl)ccc1Cl)Nc1ccc(N2CCOCC2)cc1	3.2	nt	3.1	1.2	-2.8	0.0	-2.2	-1.4	0.9
CCOC(=O)Cc1c(C)nc2c(-c3ccccc3)c(C)[nH]n2c1=O	2.8	4.8	-3.4	3.9	1.8	-0.1	1.9	0.1	12.3
O=c1[nH]cc(NCCc2ccccc2)c(=O)[nH]1	12.2	18.9	-4.3	-2.3	2.3	7.1	14.6	-3.6	0.3
COc1ccc(OCCSc2nnc(CCNC(=O)c3ccc(OC)cc3)n2C)cc1	5.8	0.7	3.4	1.8	3.3	-0.4	5.1	3.1	9.2
O=[N+]([O-])c1cccc(S(=O)(=O)Nc2cccc(-c3ccc(N4CCOCC4)nn3)c2)c1	-6.3	-5.2	3.5	8.0	4.6	5.6	-3.6	1.7	13.7
OC(CCN1CCOCC1)c1ccccc1 (centres undefined)	1.5	-2.9	0.2	1.9	-4.8	0.1	2.1	-0.6	9.0
O=C(Cc1ccc(Cl)cc1)NCC(=O)N1CCCC1	9.8	2.0	1.2	-2.2	8.8	15.0	0.3	2.7	13.8
Cc1cccc(C(=O)NCC(=O)N2CCN(S(=O)(=O)c3ccccc3)CC2)c1	8.8	-1.2	-1.1	3.4	-7.1	-0.6	9.6	-3.9	10.2
CCSCC1COC(c2cccn2Cc2ccc(C)cc2)=N1 (centres undefined)	0.3	-8.1	-4.3	0.7	2.1	0.2	1.7	1.2	4.7
Cc1ccc(NC(=O)CSc2nnc(-c3cccs3)o2)cc1S(=O)(=O)N(C)C	nt	3.4	2.4	2.5	7.5	0.5	nt	-2.3	13.6
COc1ccc(CNC(=O)C2CCN(c3cc(C(=O)Nc4cccc(OC)c4)ccn3)CC2)cc1	5.2	-1.0	2.2	1.8	10.3	1.3	4.3	-2.9	5.8
NC(=O)c1ccc(-n2nnnc2SCc2ccccc2)cc1	7.5	-2.7	-3.3	5.1	-3.7	0.8	3.7	1.0	2.4
CC(OC(=O)C1=COCCO1)C(=O)NC(C)c1ccc(Cl)cc1Cl (centres undefined)	6.0	15.9	-2.6	-3.8	-3.4	-4.9	7.1	0.8	7.5
CC(C)C(NC(=O)c1ccccc1)C(=O)NCCc1ccccc1 (centres undefined)	8.4	8.7	-2.4	2.7	-5.5	-4.6	5.9	-8.0	8.3
O=C(O)c1nnn(-c2cc(C(F)(F)F)cc(C(F)(F)F)c2)c1-c1ccccc1	13.2	4.4	1.4	3.5	-6.0	-5.1	8.7	-3.0	7.7
COc1cc(NC(=O)CSCc2cnn(-c3ccccc3)c2-n2cccc2)cc(OC)c1	-2.3	-24.2	-1.3	-4.0	-6.9	3.5	0.9	-6.6	-5.4
O=C(CSCc1c(Cl)cccc1Cl)NN1C(=O)c2ccccc2C1=O	3.3	9.7	-3.8	-0.1	3.3	7.1	5.9	-4.5	-8.7
COc1cc(/C=N/NC(=O)c2ccc(CN(C)S(=O)(=O)c3ccc(C)cc3)cc2)ccc1O	10.1	1.8	-3.6	3.0	-3.6	2.3	-2.5	-1.4	4.1
Cc1ccc(S(=O)(=O)N2CCN(CC(=O)Nc3ccc([N+](=O)[O-])cc3)CC2)cc1C	2.0	-4.2	-4.0	-3.3	8.0	-9.5	1.1	1.6	-1.2
CC1=CCC(C(=O)O)(C(=O)N/N=C/c2cccnc2)C(c2ccccc2)C1 (centres undefined)	nt	-2.4	-7.3	-1.7	0.2	-3.4	nt	1.0	-5.4
Cc1cc(C)n(-c2ccc(C(=O)Nc3cccnc3)cc2)n1	0.2	0.2	-0.3	-0.8	0.7	3.0	4.9	-0.5	2.2
CCOC(=O)Cn1c(=O)c2c(nc3n2CCN3Cc2ccccc2)n(C)c1=O	1.2	-5.2	-2.3	-0.5	2.8	0.8	2.2	-0.8	3.2
CCOCc1nnc(NC(=O)CCc2ccccc2)s1	9.7	1.1	1.9	4.1	0.8	5.3	10.4	1.4	2.0
Cc1ccc2c(c1)C(c1ccccc1)N(C(=O)c1ccc(Br)o1)CC(=O)N2 (centres undefined)	-0.3	6.6	-1.1	7.9	2.2	1.4	7.6	-0.8	18.2
COC(C/C=C\[C@@H](O)[C@@H](C)OCc1ccccc1)OC	-5.9	5.6	-1.5	1.2	2.2	2.8	6.5	-3.5	1.1
CNC(=O)c1ccc(NC(=O)c2ccc3c(=O)n4c(nc3c2)CCC4)cc1	2.1	nt	4.5	-4.4	2.6	-0.8	0.1	-4.1	12.7
CCC(Cc1ccccc1)NS(=O)(=O)c1c(C)nc2scc(C)n2c1=O (centres undefined)	8.1	1.1	-5.4	5.2	5.5	1.9	8.8	0.0	-23.0
COC(=O)c1ccccc1N=Nc1c(N)n[nH]c1N	8.0	12.2	-3.3	3.8	0.6	2.0	7.7	2.8	14.0
CN1CCN(CCCNC(=O)c2cc3c(=O)oc4ccccc4c3s2)CC1	-0.8	-0.4	-4.8	0.6	4.8	5.5	2.7	1.1	-1.8
Cc1cc(N2C(=O)C(O)=C(C(=O)c3ccc(C)o3)C2c2cccc(Oc3ccccc3)c2)no1 (centres undefined)	6.6	-2.5	-3.3	-1.4	-0.2	20.7	3.7	0.8	3.5
COc1ccc(/C(N)=N/OC(=O)c2ccco2)cc1	14.9	0.9	1.1	-5.1	-9.2	-2.9	1.8	-0.8	2.3
Cc1cc(/C=C2\SC(=Nc3ccc(N4CCOCC4)cc3)N(C)C2=O)c(C)n1-c1cccnc1	7.8	-0.3	-5.8	0.7	0.8	3.0	-10.3	-4.3	42.0
COc1ccc(C2C(C(=O)c3cccs3)=C(O)C(=O)N2Cc2cccnc2)cc1OC (centres undefined)	-2.0	-2.3	-5.6	-1.2	3.3	-1.1	-1.0	1.9	-5.8
CC(C)CN(C(=O)CSc1nc2ccccc2c(=O)[nH]1)c1c(N)n(CC(C)C)c(=O)[nH]c1=O	-0.9	nt	-1.8	nt	nt	-0.4	6.0	nt	9.4
COC(=O)c1ccc(C(=O)OC)c(NC(=O)COC(=O)C2CCC(C(C)(C)C)CC2)c1 (centres undefined)	4.6	1.2	1.4	-1.8	2.5	2.9	1.9	2.5	7.3
COc1cccc(C(=O)c2ncc(C(F)(F)F)cc2Cl)c1	1.6	2.4	1.8	-4.7	-1.4	-2.7	2.1	-1.7	-7.5
O=C(c1ccc2c(c1)OCO2)N1CCC2(CC1)Oc1ccc(Cl)cc1C(=O)C21CC(c2ccccc2)=NO1 (centres undefined)	-1.6	0.2	-0.8	-5.3	-6.8	2.6	-0.8	-7.8	7.8
Cc1nn(CC(=O)NCc2cccnc2)c(C)c1[N+](=O)[O-]	5.8	-7.0	5.7	-1.1	9.3	5.1	-2.2	3.4	1.9

Compound profiles, from the list above:
`CNC(=O)c1ccc(NC(=O)c2ccc3c(=O)n4c(nc3c2)CCC4)cc1` across the screens: PAFAH1B3 inh = 2.1; GSTO1 counter = nt; PAD4 inh = 4.5; PME-1 primary = -4.4; LYPLA2 inh = 2.6; pPAFAH inh = -0.8; PAFAH1B2 FP inh = 0.1; LYPLA1 inh = -4.1; PREPL inhibitor = 12.7
`CCOCc1nnc(NC(=O)CCc2ccccc2)s1` across the screens: PAFAH1B3 inh = 9.7; GSTO1 counter = 1.1; PAD4 inh = 1.9; PME-1 primary = 4.1; LYPLA2 inh = 0.8; pPAFAH inh = 5.3; PAFAH1B2 FP inh = 10.4; LYPLA1 inh = 1.4; PREPL inhibitor = 2.0
